# FBPA Giardia inh: blocks Giardia fructose-bisphosphate aldolase activity; purified Giardia FBPA; actives 0.71% (n = 290,000); AID 2451; A8B2U2; Potency, µM (titrated, usually from 59.6 µM), inactives show top-dose activity, negative = inhibition, actives largely listed as inhibitors; note: potency is the fitted concentration of half-maximal effect; % is set by controls: 0 for no effect and ±100 for the full control effect; nearly all actives have a fitted effect of over 55% in size
# Target sequence (A8B2U2 whole entry, looked up): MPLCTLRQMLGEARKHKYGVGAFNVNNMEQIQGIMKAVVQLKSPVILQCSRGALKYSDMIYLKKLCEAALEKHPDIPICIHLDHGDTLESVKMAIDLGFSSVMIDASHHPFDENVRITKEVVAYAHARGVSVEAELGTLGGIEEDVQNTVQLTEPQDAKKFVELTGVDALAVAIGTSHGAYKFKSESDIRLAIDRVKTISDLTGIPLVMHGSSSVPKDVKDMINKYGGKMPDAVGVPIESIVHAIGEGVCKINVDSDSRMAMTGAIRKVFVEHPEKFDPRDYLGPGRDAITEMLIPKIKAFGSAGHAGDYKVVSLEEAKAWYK
#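 Giardia FBPA (40 nM reagent) was preincubated 10 min at RT with compound (up to 57.5 uM final), then substrate plus GAPDH/TPI/NAD/arsenate coupling system with diaphorase/resazurin was added; resorufin fluorescence (525/598 nm) was read after 20 min.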
# Sm TGR inh: S. mansoni TGR enzyme inhibition; actives 3% (n = 360,000); Q962Y6; Potency, µM (series often up to 114 µM), inactives show top-dose activity change, negative = inhibition, hits mostly inhibitors; purified TGR, DTNB reduction, TNB absorbance 405 nm; note: potency is the fitted concentration of half-maximal effect; % is set by controls: 0 for no effect and ±100 for the full control effect; nearly all actives have a fitted effect of over 60% in size
#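 First, TGR (20 nM dispensed) and NADPH were mixed with compound. Second, a 15 min room-temperature incubation followed. Third, further NADPH and then DTNB were added to start the reaction. Finally, TNB absorbance was monitored kinetically.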
# Pf growth 96h: inhibits malaria parasite growth, 96 h | Potency, µM (series often up to 28.7 µM), for inactives: top-dose activity change, negative = inhibition, usual class: inhibitors | actives 6.9% (n = 320,000) | P. falciparum luciferase reporter growth, 96 h; note: potency is the fitted concentration of half-maximal effect; % is set by controls: 0 for no effect and ±100 for the full control effect
#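 Luminescence readout: decreased luciferase signal marks inhibited growth of reporter-expressing P. falciparum in infected red cells (2% hematocrit, 0.05% parasitemia final), exposed to compound two generations (96 h, 37 C, 5% CO2).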
# Shiga inhibitor: Shiga toxin inhibition. Vero cells, Shiga toxin protein synthesis inhibition reporter. inhibition, % at 38.7 µM. actives 9.2% (n = 290,000); in the data active = inhibition mostly above about 28%, no sharp cut-off; inactive = mostly below about 43%; note: 0% is about no effect
# Pf growth 48h: inhibits P. falciparum growth in the first generation, 48 h; P. falciparum luciferase growth in erythrocytes, 48 h; Potency, µM (titrated, usually from 28.7 µM), inactives show top-dose activity change, negative = inhibition, actives largely listed as inhibitors; actives 5.9% (n = 310,000); AID 504832; note: potency is the fitted concentration of half-maximal effect; % is set by controls: 0 for no effect and ±100 for the full control effect
#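 Read-out is firefly luciferase luminescence from an integrated reporter in P. falciparum, so falling signal marks reduced parasite growth. Infected erythrocytes were at 2% hematocrit and 0.1% parasitemia (final) in Albumax-supplemented RPMI 1640.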
# CHX counter: affects cycloheximide protein synthesis inhibition readout, counter-screen; cell reporter, cycloheximide protein synthesis inhibition counterscreen; max response, %; actives 12% (n = 300,000); AID 2314; in the data active = max response mostly above about 13%, no sharp cut-off; inactive = mostly below about 14%; note: read at 38.3 µM for the half of the compounds with a filed dose; 0% is about no effect
# An asterisk follows results filed as active; i = inactive; ? = inconclusive; · = not tested or not shown; [ ] = dose if it differs, or a comment. Unless noted, calls come from the whole dose curve; as a rule, active = well fitted curve in the direction sought with a large enough effect; inconclusive = small, poorly fitted or top-dose-only effect, or another doubt; inactive = no such curve, though single readings can be large; an effect the other way counts as inactive or inconclusive. Rows were taken by chance; any-hit rate near 24%.
SMILES,FBPA Giardia inh,Sm TGR inh,Pf growth 96h,Shiga inhibitor,Pf growth 48h,CHX counter
COc1cccc(CNC(=O)C2CC(=O)N(C3CCCCCCC3)C2)c1 (configuration not stated),4%,-10%,15%,-10,-13%,25
O=C(NCc1ccco1)c1ccc(C(F)(F)F)cc1,1%,2%,11%,13,10%,2
Cc1cccc(C)c1OCCOCCN1CCN(C)CC1,1%,-21%[11.4 µM],-22%,26,·,5
CN(C)c1ccc(/C=C2\C(=N)N3N=C(CC(=O)N4CCCCC4)SC3=NC2=O)cc1,·,-8%,2%,-7,0%,-1
COc1ccccc1Nc1nc2nonc2[nH]c1=O,?,-2%,-33%,-4,6%,11
O=C(Cn1cnc2cc([N+](=O)[O-])ccc2c1=O)NCc1ccc(Cl)cc1,3%,·,13%,47*,1%,6
O=C(COC(=O)COc1ccc(Cl)cc1Cl)Nc1cccnc1Cl,0%,-18%,49%[activator],-12,9%,0
CC(C)c1onc(C(=O)N2CCN(c3ccccc3)CC2)c1[N+](=O)[O-],1%,-14%,?,-5,5.2µM*,1
COc1ccc(NC(=O)CSc2nnc(-c3ccncc3)n2CC2CCCO2)c(OC)c1 (configuration not stated),-1%,-16%,·,-6,18%,-1
COc1ccc(CNC(=O)COC(=O)Cc2ccsc2)cc1,-1%,-4%,16%,-21,-37%[5.75 µM],-1
CC(=O)NCc1nc2ccccc2n1C(C)C,-6%,9%,25%,14,9%,-3
CC(C)(C)c1ccc(C(=O)C=[N+]=[N-])cc1,-2%,?,·,59,?,9
CC(C)CN1CCN(Cc2cc3ccccc3[nH]2)CC1CCO (configuration not stated),13%,-33%,?,-10,?,-3
N#Cc1c2ccc(O)cc2n2ccccc12,?,?,-14%,27,-17%,27*
CCN(CCO)c1ccc(N=Cc2c(O)n(C)c(=S)[nH]c2=O)cc1,?,-24%,-1%,80*,56%[activator],44*
CSc1ccc(C(=O)C2CCCN(C(=O)c3csc(C(C)=O)c3)C2)cc1 (configuration not stated),-1%,1%,-2%,-5,26%,2
CCN(CC(=O)NCc1ccc(Cl)cc1)C(=O)CCc1ccccc1O,·,8%,24%,-5,13%,-2
N/C(=N/O)c1ccccc1N1CCC(Cc2ccccc2)CC1,4%,5%,?,2,-5%,1
C=CCOC(=O)C1=C(C)NC(SCC(=O)Nc2ccc(C)c(Cl)c2)=C(C#N)C1c1ccco1 (configuration not stated),3%,-16%,?,18,4.1µM*,-4
COc1cc(C(=O)OCCCN2CCOCC2)ccc1O,2%,2%,3%,16,44%[activator],17*
COc1ccccc1CN(Cc1cc2cc(C)ccc2[nH]c1=O)Cc1nnnn1Cc1ccco1,9%,40µM*,3.3µM*,53*,12µM*,13
Cc1cc(C)n2nc(S(=O)(=O)Nc3c(Cl)cccc3Cl)nc2n1,24%,-1%,82%[activator],16,-3%,1
COc1cc(-c2[nH]nc3c2C(c2ccoc2)C(C#N)=C(N)O3)cc(OC)c1OC (configuration not stated),?,-12%,?,1,?,-3
O=C(CN1CCN(Cc2ccc(Cl)cc2)C1=O)NCCCN1CCOCC1,9%,-19%,?,-5,·,-6
Cc1ccc(OCCCC(=O)Nc2ccc(S(=O)(=O)Nc3ccccn3)cc2)cc1,-2%,·,-21%,-6,?,15
CC(C)NC(=O)NC(=O)COC(=O)c1ccccc1Oc1ccccc1,0%,-34%,-8%,8,·,-3
CCCNc1nc2c(c(=O)n(C)c(=O)n2C)n1CCc1ccccc1,-7%,0%,?,-7,-16%,-2
CN(Cc1nccs1)C(=O)c1ccc2nc(Cc3ccccc3F)oc2c1,·,4%,?,-13,10%,-3
CCOC(=O)N1CCC(NS(=O)(=O)c2ccc3c(c2)oc(=O)n3C)CC1,-2%,0%,?,-6,-1%,-2
CCc1nnc(NC(=O)CCC(=O)Nc2ccc(Cl)cc2)s1,-2%,-4%,2%,-4,7%,-3
Cc1ccccc1N=C1SCCN1C(=O)CN1C(=O)NC2(CCCC2)C1=O,·,-4%,-3%,·,?,·
CC1CCCCN1C(=O)Cn1cc(C#N)c2ccccc21 (configuration not stated),1%,5%,6%,-13,-18%,-2
CC(C)CNS(=O)(=O)c1ccc(CCC(=O)N2CCN(Cc3ccc4c(c3)OCO4)CC2)cc1,11%,-17%,·,-4,?,-2
CN(Cc1ccccc1)S(=O)(=O)c1ccc(NS(=O)(=O)Cc2ccccc2)cc1,10%,4%,?,39,·,-1
CCOc1ccc(C(C)=O)cc1CSc1nnc(-c2cccs2)n1CC1CCCO1 (configuration not stated),5%,20µM*,-11%,-12,·,-3
O=C(COc1ccc(CO)cc1)Nc1ccc(F)cc1,7%,0%,11%,26,49%[activator],16*
Cc1ccc(S(=O)(=O)NN2C(=O)/C(=C/c3cccc(F)c3)SC2=S)cc1,-17%,?,48%[activator],-6,8%,-3
COc1ccc(/C=C\C(=O)c2c(O)ccc3c(C)cc(=O)oc23)cc1OC,-1%,-3%,·,-7,9.3µM*,-5
CCCC(c1nnnn1Cc1ccco1)N1CCN(c2cc(Cl)ccc2C)CC1 (configuration not stated),6%,6%,155%[activator],29,10µM*,12
O=S(=O)(NC(=NCc1ccccc1)c1ccccc1F)c1ccccc1,1%,0%,-18%,-7,0%,-7
Cc1ccc(C(C)C)c2oc(=O)cc(-c3ccc(-c4ccc(C(F)(F)F)cc4)cc3)c12,-3%,·,·,i,·,-1
Cc1ccc(-c2nnc(SCC(=O)NCC3CCCO3)n2C)cc1 (configuration not stated),10%,-3%,-22%,-8,·,-4
CSc1nc2c(c(=O)n1-c1ccc(C)cc1)SCC2,-11%,3%,-4%,49,9.3µM*,8.6*
CCC(=O)Nc1ccc(NC(=O)c2cccc3c(Br)cccc23)cc1,-5%,-8%,6.6µM*,-12,16%,2
CCCCC(c1nnnn1CCOC)N1CCN(CC)CC1 (configuration not stated),-21%,-8%,148%[activator],9,7%,-2
CCOC(=O)c1oc2ccccc2c1NC(=O)CN1CCOCC1,-1%,5%,21%,-8,6%,0
COc1cccc(C2C(C(=O)c3ccc(C)o3)=C(O)C(=O)N2c2cc(C)on2)c1 (configuration not stated),·,?,-21%,-4,-4%,5
CCN(Cc1nc(-c2ccc(OC)c(OC)c2)no1)C(=O)c1ccoc1C,-10%,-1%,-1%,-12,-2%,-5
O=C(c1ccc2ccccc2c1)N1CCN(c2ccc(O)cc2)CC1,0%,-25%,?,-12,-10%,-2
Cc1noc(C)c1COc1cccc(C(=O)Nc2cccnc2)c1,6%,-8%,?,-7,-10%,-2
# Remaining list, next part
SMILES,FBPA Giardia inh,Sm TGR inh,Pf growth 96h,Shiga inhibitor,Pf growth 48h,CHX counter
O=C(O)c1ccc(CP(=O)(c2ccccc2)c2ccccc2)cc1,3%,-14%,?,·,-5%,6
COc1ccc(CCN2C(=O)CC(N3CCC(C(N)=O)CC3)C2=O)cc1OC (configuration not stated),5%,3.2µM*,-7%,-8,18%,3
CC(C)(C)NS(=O)(=O)c1ccc(NC(=O)C2CC(=O)N(CCc3ccc(F)cc3)C2)cc1 (configuration not stated),0%,-14%,-26%,19,?,-2
COC(=O)c1cc(=O)n(Cc2ccc(F)cc2)c(=NCc2ccc(F)cc2)s1,8%,5%,?,-10,10%,-7
O=C(CSc1nnc2ccccn12)NC(=O)NC1CCCCC1,-1%,-1%,·,10,-18%,1
O=C(Nc1cccc(-c2nc3ccccc3[nH]2)c1)c1ccco1,9%,-19%,15µM*,42*,?,17
O=C(CSc1nc2ccccc2[nH]1)Nc1nc(-c2ccc(Br)cc2)cs1,-1%,1%,0%,18,?,10
CC(C(O)C12CC3CC(CC(C3)C1)C2)N1CCCCC1 (configuration not stated),-4%,-3%,?,6,-16%,-5
CCC(C(N)=NCCc1ccc(OC)c(OC)c1)c1ccccc1 (configuration not stated),-1%,0%,3%,-7,10%,-2
O=C(CCN1C(=O)/C(=C/c2cccs2)SC1=S)Nc1cccc(C(=O)O)c1,3%,1%,8%,20,11%,5

# An excerpt of these results, with two lines to a compound.
# Second line of a record: FBPA Giardia inh | Sm TGR inh | Pf growth 96h | Shiga inhibitor | Pf growth 48h | CHX counter
- O=C(CN1CCN(Cc2ccc(Cl)cc2)C1=O)NCCCN1CCOCC1
 : 9% | -19% | ? | -5 | · | -6
- Cc1ccc(OCCCC(=O)Nc2ccc(S(=O)(=O)Nc3ccccn3)cc2)cc1
 : -2% | · | -21% | -6 | ? | 15
- CC(C)NC(=O)NC(=O)COC(=O)c1ccccc1Oc1ccccc1
 : 0% | -34% | -8% | 8 | · | -3

# Next structures:
SMILES,FBPA Giardia inh,Sm TGR inh,Pf growth 96h,Shiga inhibitor,Pf growth 48h,CHX counter
Cc1cc(N2CCCCCC2)n2nc(C)c(-c3ccccc3)c2n1,10%,20%,?,-4,15%,-1
O=C(CN1C(=O)/C(=C\c2ccccc2Cl)Sc2ccccc21)NCCCN1CCOCC1,·,0%,2%,-10,?,-1
O=C(Nc1cccnc1)Nc1ccc2c(c1)OCO2,-8%,-11%,·,88*,132%[activator],43*
COc1cc2c(cc1OC)C(c1ccc(C(F)(F)F)cc1)CC(=O)N2 (configuration not stated),9%,-1%,?,-5,?,1
O=C(N/N=C/C1=Cc2ccccc2OC1)c1ccncc1,0%,12%,-15%,19,?,24
COc1ccccc1N1CCN(C2CCCN(C(=O)CCN3CCCCO3)C2)CC1 (configuration not stated),·,9%,?,-6,5%,11
Cc1nnc(NC(=O)CCC(=O)N2CCC(C)CC2)s1,-1%,0%,-14%,-4,-14%,2
COC(=O)C1CCCN1S(=O)(=O)c1ccc2ccccc2c1 (configuration not stated),-4%,-8%,·,7,10µM*,2
CSc1ccccc1NC(=O)c1ccc(N2CC3CC(C2)c2cccc(=O)n2C3)c(NC(=O)c2cccnc2)c1 (configuration not stated),3%,-16%,53%[activator],-10,-13%,-3
CCN1CCCC1CNC(=O)CS(=O)(=O)Cc1nc(-c2ccccc2C)oc1C (configuration not stated),-3%,-31%,-16%,8,12µM*,-4

# Looked up one by one from the entries so far (five):
SMILES,FBPA Giardia inh,Sm TGR inh,Pf growth 96h,Shiga inhibitor,Pf growth 48h,CHX counter
COc1ccccc1N1CCN(C2CCCN(C(=O)CCN3CCCCO3)C2)CC1 (configuration not stated),·,9%,?,-6,5%,11
COC(=O)C1CCCN1S(=O)(=O)c1ccc2ccccc2c1 (configuration not stated),-4%,-8%,·,7,10µM*,2
CCN1CCCC1CNC(=O)CS(=O)(=O)Cc1nc(-c2ccccc2C)oc1C (configuration not stated),-3%,-31%,-16%,8,12µM*,-4
COc1cc2c(cc1OC)C(c1ccc(C(F)(F)F)cc1)CC(=O)N2 (configuration not stated),9%,-1%,?,-5,?,1
Cc1nnc(NC(=O)CCC(=O)N2CCC(C)CC2)s1,-1%,0%,-14%,-4,-14%,2

# Next section.
SMILES,FBPA Giardia inh,Sm TGR inh,Pf growth 96h,Shiga inhibitor,Pf growth 48h,CHX counter
Cc1ccc(N=Cc2c(C)[nH]n(-c3nc4ccccc4[nH]3)c2=O)cc1,16%,-2%,4%,1,-29%,5
Cc1ccc2oc(C(=O)N3CCN(CC(=O)NC(C)C)CC3)c(C)c2c1,-2%,-34%,?,·,14%,5
CCOC(=O)Cc1cc(-c2ccc(F)cc2)nc2ccc3ccccc3c12,3%,7%,?,10,24%,6
O=C(CN1C(=O)S/C(=C\C=C\c2ccccc2)C1=O)Nc1ccc(O)cc1,-1%,-18%,-16%,65*,25%,72*
Cc1ccc(S(=O)(=O)Nc2ccc3c(c2)ncn3C(C)(C)C)cc1,10%,-2%,-4%,-13,-21%,-1
Cc1ccccc1S(=O)(=O)c1c(C)cc(-c2ccccc2)[nH]c1=O,0%,12%,?,-7,0%,0
CCOC(=O)c1c(S(=O)(=O)NCc2cccs2)c(C)n(C)c1C,-8%,11%,20%,-5,20%,9
CC(=O)c1ccc(-c2ccc(C(=O)N3CCN(c4ccc(F)cc4)CC3)o2)cc1,-8%,-18%,12µM*,19,-11%,21*
Cc1cc(C)cc(N(CC(=O)NC2CCCCC2)C(=O)CCC(=O)Nc2cc(C)ccn2)c1,3%,8%,·,-5,24%,-3
